DAGLB inh – blocks human DAGLB lipase activity | Q8NCG7 | HEK293T DAGLB membrane lysate, EnzChek fluorogenic substrate | inhibition, % at 5.17 µM | 0.059% of 340,000 active | AID 504411; in the data active means inhibition above about 34%;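 further: 0% = enzyme with vehicle and 100% = wells lacking enzyme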
CAL PDZ FP-1 – blocks peptide binding to human CAL PDZ domain; Q9HD26; purified CAL PDZ, TMR-peptide fluorescence polarization, 1 h; inhibition, % at 20 µM; 0.02% of 330,000 active; AID 504414;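 active means highest replicate inhibition of at least 40%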;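 further: plate controls were DMSO neutral control wells for no effect and unlabeled competitor peptide control wells for full effect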
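Material: tagged CAL PDZ protein CerCALP, purified; buffer or medium: sodium phosphate/NaCl buffer pH 7.4 with TCEP, IgG, Thesit; also added: fluorescent TMR peptide probe; schedule: 1 h incubation at room temperature before polarization reading; technique: fluorescence polarization from S- and P-plane intensities, G-factor corrected; control set: unlabelled peptide and DMSO controls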
V-ATPase pHluor – regulators of yeast V-ATPase proton transport | S. cerevisiae, pHLuorin cytosolic pH fluorescence | response, % at 10 µM | 0.37% of 350,000 active | AID 504577; in the data active means response mostly above about 7.3%, no sharp cut-off; inactive means mostly below about 5.4%; further: actives read high; inactives centre near 0; some compounds called inactive have numbers as strong as hits
Arr AP2 block – inhibitors of human beta-arrestin and AP2 interaction; 0.31% of 340,000 active; FITC-arrestin peptide / GST-AP2 beads, flow cytometry; AP2 beta2 appendage carries R879A mutation; inhibition, % at 10 µM;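 active means inhibition above a set limit, near 3 SD of compounds lacking own fluorescence, cut at about 54% in these data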;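 further: plate controls were DMSO wells for no effect and 5 µM unlabelled arrestin peptide for full effect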
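Assay system: GST-AP2 R879A bound to glutathione beads, E. coli-expressed; Medium: PBS with 0.05% Tween 20 and 0.1% BSA; Also added: fluorescein-tagged arrestin peptide at 50 nM final; Timing: 12 min plus 1 h, RT; Measured by: flow cytometry, FL1 (488/535 nm); Evaluation: percent drop in bead-associated FITC signal.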
CAL PDZ FP-2 – blocks peptide binding to the human CAL PDZ domain; Q9HD26; purified CAL PDZ, TMR-peptide fluorescence polarization, 1 h; inhibition, % at 24.9 µM; 0.92% of 300,000 active; AID 602252;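 active means mean inhibition of at least 30% with at least half of replicates also reaching 30%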;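 further: 0% = DMSO neutral control and 100% = excess unlabeled competitor peptide PRC23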
Pemphigus Ab inh – blocks pemphigus antibody binding to human desmoglein-3; P32926; DSG3-coupled beads, scFv-anti-DSG3-GFP binding, flow cytometry; hits give low values; binding (percent of control), % at 10 µM; 0.48% of 310,000 active; AID 588358;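 active means binding more than 3 SD below its plate's average and above zero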;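 further: hits lower antibody fragment binding to DSG3; some compounds called inactive have numbers as strong as hits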
C-LANA FP – inhibitors of KSHV LANA C-terminal domain DNA binding; MBP-C-LANA/FAM-LBS DNA binding, fluorescence polarization; inhibition, % at 9 µM; 0.078% of 340,000 active;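 active means highest replicate inhibition at or above 60% at 9 µM, even if other replicates fall short; inactive means all replicates below 60% inhibition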;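 further: 0% = neutral control wells and 100% = 4 µM acridine orange control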
NSD2 HMT inh – inhibitors of human histone methyltransferase NSD2. inhibition, % at 12.5 µM. O96028. NSD2 peptide methylation, AlphaScreen, 120 min. AID 743445. 0.54% of 310,000 active; in the data active means inhibition above about 50%
Keap1-Nrf2 PPI – disrupts human Keap1 binding to Nrf2 peptide; Q14145; AID 504523; Keap1 Kelch-Nrf2 peptide fluorescence polarization, 1536-well; inhibition, % at 9.4 µM; 0.15% of 340,000 active; in the data active means inhibition above about 12%;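 further: human Keap1 Kelch domain with fluorescein labeled Nrf2 9mer peptide probe; 0% = neutral control wells and 100% = peptide positive control; higher means more block of Keap1 binding to Nrf2 peptide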
Target sequence (Q14145 whole entry, looked up, the tested form may be a part): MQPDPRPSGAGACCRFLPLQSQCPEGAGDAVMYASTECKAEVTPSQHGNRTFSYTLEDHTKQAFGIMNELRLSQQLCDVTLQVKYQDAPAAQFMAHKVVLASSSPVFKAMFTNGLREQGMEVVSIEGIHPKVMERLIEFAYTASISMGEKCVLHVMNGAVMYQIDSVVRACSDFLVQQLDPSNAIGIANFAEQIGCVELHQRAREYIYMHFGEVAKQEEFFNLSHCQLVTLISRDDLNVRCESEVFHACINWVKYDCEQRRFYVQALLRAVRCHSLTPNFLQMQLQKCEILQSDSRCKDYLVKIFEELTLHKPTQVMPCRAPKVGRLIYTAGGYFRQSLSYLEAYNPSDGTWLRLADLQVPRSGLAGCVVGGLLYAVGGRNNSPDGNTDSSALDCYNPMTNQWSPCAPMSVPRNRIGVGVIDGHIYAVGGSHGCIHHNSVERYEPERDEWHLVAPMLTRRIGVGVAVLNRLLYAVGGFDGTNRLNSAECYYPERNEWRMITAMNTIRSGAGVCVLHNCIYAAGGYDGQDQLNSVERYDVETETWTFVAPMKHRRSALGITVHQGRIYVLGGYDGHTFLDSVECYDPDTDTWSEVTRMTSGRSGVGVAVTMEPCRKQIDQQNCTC
Cardiac RTF inh – cardiac RTF calcium desensitization; P19429+P45379; IANBD-labeled cardiac RTF, Ca2+ fluorescence; inhibition, % at 7.15 µM; 0.12% of 340,000 active; AID 493244;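 active means inhibition above the mean inhibition of all tested compounds plus 3 SD, cut at about 17% in these data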;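 further: assay run at fixed EC70 calcium of 1.6 mM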
Numbers without * were called inactive; · = no result given.

SMILES | DAGLB inh | CAL PDZ FP-1 | V-ATPase pHluor | Arr AP2 block | CAL PDZ FP-2 | Pemphigus Ab inh | C-LANA FP | NSD2 HMT inh | Keap1-Nrf2 PPI | Cardiac RTF inh
CC(=O)c1ccc(NC(=O)/C(=C\c2ccco2)NC(=O)c2ccco2)cc1 | -2 | 0.0 | -4 | 16 | -4 | 106 | 1.4 | 1 | -2 | -6
CCn1cc(C(=O)O)c(=O)c2cc(S(=O)(=O)N3CCCCCC3)ccc21 | 1 | -0.2 | 5 | 1 | 5 | · | 0.3 | 0 | -2 | -2
CC(NC(=S)Nc1ccc(OC(F)F)cc1)c1ccc(F)cc1 (stereo not given) | 0 | -0.3 | 11 | -15 | · | 106 | 0.7 | 1 | -6 | -6
Cc1ccc2c(c1)NC(=O)[C@@]1(C)[C@@H](c3ccccc3)[C@H]3COc4ccc(Cl)cc4[C@@H]3N1C2=O | -1 | 0.1 | -2 | -7 | -6 | 106 | 0.6 | · | -5 | 6
CC1CC(=S)Nc2ccccc2S1 (stereo not given) | -2 | -3.4 | 1 | 8 | 4 | 99 | 1.2 | 3 | -3 | 2
COc1ccc(Cc2nnc(SC(C)C(=O)Nc3ccc(F)cc3Cl)o2)cc1 (stereo not given) | -3 | -2.8 | -3 | -7 | -1 | 93 | 0.4 | -2 | -3 | -10
O=C(c1ccccc1)N1N=C(c2ccc(F)cc2)CC1(O)C(F)(F)F (stereo not given) | -5 | -2.9 | 0 | 39 | -2 | 91 | 0.6 | 0 | -2 | -5
CCOC(=O)c1sc2nc3c(SCC(=O)O)cc(C(=O)c4ccccc4O)cn3c(=O)c2c1C | -2 | -6.9 | 3 | 5 | -7 | 100 | 0.4 | 1 | 4 | -9
CCOC(=O)C1=C(CP(=O)(c2ccccc2)c2ccccc2)NC(=O)NC1c1ccc(OC)cc1 (stereo not given) | 4 | 0.6 | 3 | 3 | -1 | 101 | -0.2 | -1 | -2 | 4
CCN(CC)S(=O)(=O)c1ccc(OC)c(NC(=O)C2CC(=O)N(c3ccc4c(c3)OCCO4)C2)c1 (stereo not given) | -1 | -0.9 | -2 | 17 | -5 | 105 | 0.7 | 1 | 1 | 0
COc1ccc(C(=O)NC(=S)NNC(=O)c2ccc(NC(C)=O)cc2)cc1Br | 2 | -0.3 | 0 | -10 | 0 | 98 | -1.4 | 5 | -2 | 3
COc1ccc2oc(N)nc2c1 | -1 | 0.6 | -2 | 11 | 0 | 101 | 9.4 | 15 | 4 | 1
CC(C)C(=O)NC(=S)Nc1ccc(S(=O)(=O)N2CCN(C)CC2)cc1 | 2 | -1.3 | 1 | 5 | -4 | 94 | -3.6 | -1 | -5 | -29
Cc1ccccc1-n1nc(C)c2c(C(=O)NN)cc(-c3ccncc3)nc21 | -2 | 0.0 | 2 | 13 | · | 108 | 0.3 | -1 | -3 | 0
COC(=O)c1cc(=O)n(Cc2cccs2)c(=Nc2ccccc2)s1 | -2 | 0.1 | 2 | 5 | 13 | 90 | -1.0 | -18 | -7 | -10
COc1ccc(NCc2nnc(SCC(=O)Nc3ccccc3)n2C)cc1 | -1 | -2.0 | 19 | · | -1 | 101 | -0.9 | 2 | -3 | -9
Cc1cc(/C=C2/C(=N)N3C(=NC2=O)SN=C3S(C)(=O)=O)c(C)n1-c1ccccc1 | 4 | -5.1 | -1 | 9 | -9 | 85 | 1.0 | 7 | -1 | 1
CCn1cc(CN2CCN(Cc3ccc(C)o3)C(CCO)C2)c2ccccc21 (stereo not given) | -1 | 14 | 0 | -24 | -1 | 108 | -4.3 | 4 | 0 | -1
COc1ccc(S(=O)(=O)N2CCN(C(=O)C3CCC3)CC2)cc1 | 0 | -2.0 | -1 | -8 | -4 | 100 | -0.7 | 0 | -4 | 6
CC1Cc2ccccc2N1C(=O)CN(C)CC(=O)Nc1cccc(F)c1 (stereo not given) | -2 | -0.4 | -3 | 28 | 12 | 99 | -2.3 | 1 | -3 | 10
Cn1cnnc1SCC(=O)Nc1ccc(Cl)cn1 | -2 | -1.5 | -5 | -8 | 1 | 104 | -1.7 | 29 | -2 | -5
Cc1cc(C(=O)Nc2cccc(O)c2)c(C)o1 | 1 | -1.2 | 4 | 18 | -6 | 96 | 1.6 | 7 | -2 | -5
Cc1ccc(C(=O)NNC(=O)c2ccc(S(=O)(=O)N(C)c3ccccc3)cc2)cc1 | -1 | -1.8 | 1 | -19 | -1 | 104 | -2.4 | -1 | 4 | -18
C(=N\n1cnnc1)/c1ccc(OCc2cccc3ccccc23)cc1 | 2 | -1.4 | 0 | -10 | -1 | 103 | 0.2 | 0 | 6 | -8

Entries of single compounds from above. Order of values: DAGLB inh | CAL PDZ FP-1 | V-ATPase pHluor | Arr AP2 block | CAL PDZ FP-2 | Pemphigus Ab inh | C-LANA FP | NSD2 HMT inh | Keap1-Nrf2 PPI | Cardiac RTF inh
Cc1cc(/C=C2/C(=N)N3C(=NC2=O)SN=C3S(C)(=O)=O)c(C)n1-c1ccccc1 across the screens: 4 | -5.1 | -1 | 9 | -9 | 85 | 1.0 | 7 | -1 | 1
COC(=O)c1cc(=O)n(Cc2cccs2)c(=Nc2ccccc2)s1 across the screens: -2 | 0.1 | 2 | 5 | 13 | 90 | -1.0 | -18 | -7 | -10

Arranged by value in NSD2 HMT inh (ascending): 6 from the list above.
Molecule,NSD2 HMT inh
COC(=O)c1cc(=O)n(Cc2cccs2)c(=Nc2ccccc2)s1,-18
CC(C)C(=O)NC(=S)Nc1ccc(S(=O)(=O)N2CCN(C)CC2)cc1,-1
COc1ccc(S(=O)(=O)N2CCN(C(=O)C3CCC3)CC2)cc1,0
COc1ccc(NCc2nnc(SCC(=O)Nc3ccccc3)n2C)cc1,2
CCn1cc(CN2CCN(Cc3ccc(C)o3)C(CCO)C2)c2ccccc21 (stereo not given),4
Cn1cnnc1SCC(=O)Nc1ccc(Cl)cn1,29

(listing goes on)
SMILES | DAGLB inh | CAL PDZ FP-1 | V-ATPase pHluor | Arr AP2 block | CAL PDZ FP-2 | Pemphigus Ab inh | C-LANA FP | NSD2 HMT inh | Keap1-Nrf2 PPI | Cardiac RTF inh
O=C1CSC(=S)N1c1ccc(F)c(Cl)c1 | -6 | 0.2 | -1 | 26 | -3 | 98 | -0.8 | 1 | -2 | -8
CC(=O)c1cccc(NC(=O)CC2S/C(=N/N=C/c3cccs3)NC2=O)c1 (stereo not given) | 1 | -2.6 | 0 | 9 | -6 | 100 | 0.6 | -2 | 3 | -7
COc1ccc(CN2CCC(n3nccc3NC(=O)C3CCCC3)CC2)cc1 | 1 | -1.8 | -1 | 20 | -6 | 110 | 2.6 | 3 | -3 | -2
O=C(Nc1ccc(CN2CCS(=O)(=O)CC2)cc1)c1ccccc1 | -1 | -0.5 | 2 | -12 | -1 | 108 | 2.4 | 0 | -1 | -4
CCC1S/C(=N/N=C/c2cccs2)NC1=O (stereo not given) | 3 | -0.1 | 3 | -6 | -1 | 108 | 1.7 | 0 | 2 | -8
CCCc1ccc2oc(C(=O)N3CCN(c4cnccn4)CC3)c(C)c2c1 | -1 | 0.5 | 3 | 6 | 0 | 97 | 0.5 | 0 | -4 | 1
COc1ccccc1NC(=O)c1cc2ccc(O)cc2o/c1=N\O | 0 | 2.7 | -1 | 0 | -3 | 104 | 1.1 | 11 | -2 | -8
O=C(c1cc([N+](=O)[O-])ccc1N1CCCCC1)N1CCc2ccccc21 | -3 | -1.9 | 1 | -3 | -7 | 87 | -0.4 | 17 | 0 | -10
CCOc1ccc(S(=O)(=O)c2c[nH]c3ccccc3c2=O)cc1 | 2 | -3.4 | 0 | 10 | -1 | 93 | 4.0 | 0 | -8 | -6
c1ccc(-c2nnc3sc(-c4cc5ccccc5o4)nn23)cc1 | -9 | -3.0 | 0 | 34 | · | 101 | -0.5 | -3 | -2 | -6
CCOC(=O)C1=CN(Cc2cccc(F)c2)S(=O)(=O)N(CC)C1c1ccc(C(F)(F)F)cc1 (stereo not given) | -16 | 0.0 | 1 | -4 | 0 | 103 | -1.5 | · | -7 | -4
CCn1nc(NS(=O)(=O)c2cccc3nonc23)c2cc3ccc(C)cc3nc21 | 10 | 0.4 | -4 | 68* | · | 102 | -1.0 | · | 0 | 4
COC(=O)N[C@@H]1C[C@H]2[C@@H]3CC[C@H]4C[C@@H](OC)CC[C@]4(C)[C@H]3CC[C@@]12C | -41 | -1.0 | 1 | 2 | -2 | 100 | 1.0 | · | -3 | -14
O=C(CP(=O)(c1ccccc1)c1ccccc1)Nc1nc2ccccc2s1 | 2 | -1.3 | 3 | -4 | 2 | 112 | -0.9 | -3 | 3 | -3
COc1ccc(-c2cn[nH]c2N)c(OC)c1 | -2 | -0.2 | 5 | 1 | 0 | 97 | 0.9 | · | -4 | -2
Cc1csc(SCCn2c(N3CCN(c4ccccc4)CC3)nc3c2c(=O)[nH]c(=O)n3C)n1 | 2 | -0.9 | -3 | 0 | -3 | 111 | -1.0 | 5 | -4 | -10
CCCOc1ccc(Br)cc1CSC(=N)N | -1 | -2.0 | -3 | -2 | 3 | 103 | -0.4 | -6 | 0 | 3
COc1cc(NC(=O)CN2C(=O)C(C)N(c3ccc(C)cc3)C2=O)cc(OC)c1 (stereo not given) | -1 | -1.9 | -2 | 27 | 0 | 105 | -0.6 | 3 | 5 | -1
CN(CC(=O)Nc1ccc2c(c1)OCCO2)S(=O)(=O)c1cccc2cccnc12 | -2 | 0.0 | 3 | 23 | · | 106 | -0.2 | · | 1 | -3
COc1cccc([C@@H]2CC=C(C(=O)O)[C@H](c3ccc(F)cc3)N2S(=O)(=O)c2ccc(C)cc2)c1 | 6 | 0.5 | 0 | -3 | -3 | 107 | 1.3 | · | -3 | -3
N#C/C(=C\c1ccc(-c2ccc(C(=O)O)cc2)o1)C(=O)Nc1ccc(F)cc1 | 1 | -2.9 | -1 | 2 | · | 109 | 18 | 16 | -1 | -3
CSc1ccccc1NC(=O)c1onc(C)c1Cl | -5 | -0.2 | -4 | 2 | · | 104 | -1.3 | · | -1 | -1

Screening data from PubChem BioAssay.

Not all compounds are listed, so the mix of outcomes need not match the whole.
